Screens (PubChem)
HKDC1 inh – inhibitors of human hexokinase HKDC1. hit rate 0.16% among 340,000. inhibition, % at 20 µM. recombinant HKDC1, G6PDH/diaphorase resazurin coupled fluorescence;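 active = inhibition above about 35% when tested at 20 µM, limit read from the data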;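 note: plate controls were DMSO wells with enzyme for no effect and DMSO wells lacking enzyme for full effect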
Target sequence (Q2TB90 whole entry, looked up): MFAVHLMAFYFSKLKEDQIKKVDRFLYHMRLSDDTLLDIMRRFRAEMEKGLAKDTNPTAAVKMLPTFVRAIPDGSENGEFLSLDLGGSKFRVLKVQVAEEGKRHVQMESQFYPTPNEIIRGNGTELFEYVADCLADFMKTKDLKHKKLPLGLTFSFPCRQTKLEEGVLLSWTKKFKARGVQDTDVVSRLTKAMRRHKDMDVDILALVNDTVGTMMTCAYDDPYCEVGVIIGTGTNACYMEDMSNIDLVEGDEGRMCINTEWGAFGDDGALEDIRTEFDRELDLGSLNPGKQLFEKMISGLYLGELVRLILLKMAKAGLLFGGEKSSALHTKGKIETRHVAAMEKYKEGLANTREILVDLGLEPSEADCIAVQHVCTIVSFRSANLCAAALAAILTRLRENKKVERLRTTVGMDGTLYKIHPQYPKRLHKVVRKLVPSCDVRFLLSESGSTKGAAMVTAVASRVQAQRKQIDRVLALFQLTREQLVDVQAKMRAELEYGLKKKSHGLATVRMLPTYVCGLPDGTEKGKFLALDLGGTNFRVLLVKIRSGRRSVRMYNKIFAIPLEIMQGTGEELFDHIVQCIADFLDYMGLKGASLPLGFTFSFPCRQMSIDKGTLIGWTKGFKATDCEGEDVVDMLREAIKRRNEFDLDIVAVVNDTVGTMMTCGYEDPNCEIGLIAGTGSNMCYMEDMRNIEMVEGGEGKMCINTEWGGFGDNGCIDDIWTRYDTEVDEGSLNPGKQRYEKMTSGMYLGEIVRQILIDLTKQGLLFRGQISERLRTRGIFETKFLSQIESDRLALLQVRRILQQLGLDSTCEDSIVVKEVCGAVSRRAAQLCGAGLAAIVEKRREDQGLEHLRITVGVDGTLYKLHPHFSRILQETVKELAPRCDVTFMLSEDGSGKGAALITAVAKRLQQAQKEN
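Assay system – recombinant HKDC1 (HK5) hexokinase enzyme, produced in-house · Input – HKDC1 at 5 µg/mL · Reagent – glucose plus 1 mM ATP as hexokinase substrates · Timing – 90 min reaction incubation at room temperature, dark · Measured by – G6PDH/diaphorase-coupled fluorescence, 1 mM NADP, 100 µM resazurin, 525/613 nm · Benchmarks – DMSO-enzyme wells negative, buffer-substituted wells positive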
Apaf1 inhib – inhibitors of human Apaf-1 apoptosome | O14727 | reconstituted apoptosome caspase-3 activity, DEVD-Rh110 fluorescence | inhibition, % at 20 µM | hit rate 0.71% among 330,000 | AID 489030; active = inhibition of at least 40% at 20 µM;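 note: plate controls were DMSO wells for no effect and DEVD-CHO caspase inhibitor wells for full effect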
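Material: biochemical Apaf-1 apoptosome reconstitution. Medium: Hepes buffer, pH 7.5. Also added: cytochrome c activation, bis-DEVD rhodamine 110 substrate. Timing: 30 min compound preincubation, 50 min activation, room temperature. Measured by: rhodamine 110 fluorescence at Ex 480/Em 540 nm.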
Jurkat NFkB inh – lowers PMA/ionomycin-induced NF-kB signal in Jurkat cells; hit rate 0.53% among 330,000; PMA/ionomycin-induced NF-kB luciferase reporter, luminescence; AID 435003; inhibition, % at 4 µM
SENP7 inh – SENP7 protease inhibition; inhibition, % at 5 µM; recombinant SENP7, Z-RLRGG-aminoluciferin luminescence, 40 min; hit rate 1.5% among 330,000; AID 434973;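 active = inhibition above about 50% at the single test dose, limit read from the data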;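 note: plate controls were DMSO with enzyme for no effect and no enzyme buffer wells for full effect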
697 NFkB inh – inhibitors of the PMA/ionomycin-induced NF-kB reporter in 697 B cells; inhibition, % at 4 µM; AID 435022; 697 B-cell NF-kB luciferase reporter, 16 h; hit rate 0.33% among 330,000; in the data active = inhibition above about 35%
UBC13 polyUb – human UBC13 polyubiquitination inhibition; AID 485273; inhibition, % at 20 µM; hit rate 0.47% among 330,000; UBC13 polyubiquitin chain formation, TR-FRET; P61088; in the data active = inhibition above about 45%, passing the limit was not always enough
Target sequence (P61088 whole entry, looked up): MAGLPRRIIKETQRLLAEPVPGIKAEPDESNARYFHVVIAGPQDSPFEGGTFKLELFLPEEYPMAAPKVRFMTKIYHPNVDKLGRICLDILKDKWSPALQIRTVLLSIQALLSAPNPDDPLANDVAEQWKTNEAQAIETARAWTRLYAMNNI
SENP8 block – blocks the human protease SENP8; Q96LD8; purified SENP8, Z-RLRGG-aminoluciferin cleavage, luminescence; inhibition, % at 10 µM; hit rate 1.2% among 330,000; AID 2540
Gli-Sufu block – antagonists of Gli-Sufu signaling; Sufu-KO-LIGHT fibroblasts, Gli luciferase reporter luminescence; inhibition, % at 5 µM; hit rate 0.74% among 340,000;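 active = inhibition above about 55%, limit read from the data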;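 note: 0% = DMSO-treated cells and 100% = wells with medium but no cells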
* hit, by the source's call; nt = not tested or not shown. Cut-off read from the data, not from the text of the source, unless noted: active = inhibition above about 50%; inactive = the rest.

(1) CCOC(=O)C(NC(C)=O)C(O)c1ccc([N+](=O)[O-])cc1 (configuration not stated)
(2) Cc1ccc2[nH]c(=O)c(-c3nc4cc(C)ccn4c3NCc3ccco3)cc2c1
(3) CC1C(=O)N2CCCc3cc(NS(=O)(=O)c4ccccc4)cc1c32 (configuration not stated)
(4) c1ccc2c(c1)Cc1ccccc1O2
(5) Cc1ccc(Cn2c(SCC(C)C)nc3c2c(=O)n(C)c(=O)n3C)cc1
(6) CCn1c(C)nc2cc(C(=O)NNS(=O)(=O)c3c(C)c(C)cc(C)c3C)ccc21
(7) CC(=O)C1CCC2C3CCC4=CC(=O)CC[C@]4(C)[C@@]3(F)C(O)C[C@]12C (some centres not stated)
(8) CC(O)/C=C/c1cccc[n+]1C (configuration not stated)
assay / entry,1,2,3,4,5,6,7,8
HKDC1 inh,0,-3,1,3,9,-3,-6,-1
Apaf1 inhib,4,7,4,-3,32,2,-2,0
Jurkat NFkB inh,-5,-112,7,2,6,-6,-18,4
SENP7 inh,-5,3,-17,-1,-74,0,4,-9
697 NFkB inh,16,-121,7,-1,-6,5,5,4
UBC13 polyUb,8,5,-6,-7,14,5,6,6
SENP8 block,1,13,-4,-10,-1,2,-4,1
Gli-Sufu block,1,-4,0,12,16,-2,-7,2

(9) Cc1nn(-c2ccccc2)c(Cl)c1/C=N/NC(=O)c1ccc(NS(=O)(=O)c2cccs2)cc1
(10) O=Cc1cn(CCC(=O)O)nc1-c1cccc(Br)c1
(11) Cc1cccc(C(=O)N2CCc3c([nH]c4ccccc34)C2CC(C)C)n1 (configuration not stated)
(12) Cc1cc(C)c(S(=O)(=O)N2CCCOC2CNC(=O)C(=O)NCc2ccco2)c(C)c1 (configuration not stated)
(13) Cc1c(C)[n+](=O)c(-c2cccs2)c(C)n1[O-]
(14) C=CCNC(=O)COC(=O)c1ccc(Sc2nncn2C)c([N+](=O)[O-])c1
(15) CC(=O)NS(=O)(=O)c1ccc(N=NN2CCOCC2)cc1
(16) CC(C)(C)c1ccc(/C=N/NC(=O)C2CCCC2)cc1
assay / entry,9,10,11,12,13,14,15,16
HKDC1 inh,nt,5,-6,-11,-3,-6,11,3
Apaf1 inhib,24,-3,13,0,-5,-7,-4,25
Jurkat NFkB inh,-27,-1,-44,-2,12,13,-3,-129
SENP7 inh,1,4,-9,-9,1,-3,-2,-7
697 NFkB inh,-184,5,-22,-15,5,13,-14,-160
UBC13 polyUb,6,1,-5,-13,5,-3,-16,-2
SENP8 block,7,0,-11,-14,-3,3,6,4
Gli-Sufu block,nt,11,0,-8,4,-3,1,-40

(17) COc1cccc(NC(=O)c2cc3ccccc3cc2OC)c1
(18) COc1ccc(OC)c(C2C3=C(N=c4s/c(=C\c5cccc(O)c5)c(=O)n42)c2ccccc2CC3)c1 (configuration not stated)
(19) CCc1noc(C)c1C(=O)NCCN1C(=O)S/C(=C\c2ccc(OC)cc2)C1=O
(20) CC(=O)NC12CC3CC(C1)CC(C(=O)Nc1nc4c(C)cccc4s1)(C3)C2
(21) O=C(COC(=O)C1=COCCO1)Nc1ccc(F)cc1
(22) NC(Cc1c[nH]c2ccccc12)C(=O)Nc1ccccc1 (configuration not stated)
(23) O=C(Nc1cccnc1)c1cccc(S(=O)(=O)Nc2cccc(Cl)c2)c1
(24) Cc1ccc(NC(=O)NCCN2CCN(c3ccccc3)CC2)cc1Cl
assay / entry,17,18,19,20,21,22,23,24
HKDC1 inh,-4,14,-4,2,-1,-4,0,-1
Apaf1 inhib,10,-8,4,16,2,5,-1,-1
Jurkat NFkB inh,-117,15,-6,6,-7,11,6,14
SENP7 inh,-4,3,5,-1,-2,12,-1,-9
697 NFkB inh,-94,-29,-58,-2,7,-3,-5,3
UBC13 polyUb,0,-33,-10,0,1,4,4,7
SENP8 block,0,5,-8,7,-1,-3,4,-2
Gli-Sufu block,-76,-4,-2,1,-1,-2,1,-4

(25) O=C(CNC(=O)c1ccc(N2CCCC2=O)cc1)Nc1ccc(F)c(F)c1F
(26) COC(=O)CC1Nc2ccccc2SC1=O (configuration not stated)
(27) O=C1C(=O)c2c(C(=O)c3ccccc3)coc2-c2ccccc21
(28) COc1ccc(C)cc1NC(=O)C(Sc1ccccc1)c1ccccc1 (configuration not stated)
(29) FC(F)(F)c1cccc(-n2cccc2/C=N/n2cnnc2)c1
(30) Cc1cccc(NC(=O)CN(C)S(=O)(=O)c2cnc[nH]2)c1
(31) Cc1ccc(NC(=O)c2cc(CC(C)C)nc3ccccc23)cc1
(32) c1ccc(CNc2ncnc3scc(-c4cccs4)c23)nc1
assay / entry,25,26,27,28,29,30,31,32
HKDC1 inh,-2,0,51*,nt,5,0,6,-3
Apaf1 inhib,-8,6,55*,16,3,0,2,3
Jurkat NFkB inh,8,-1,-6,3,-4,9,5,28
SENP7 inh,4,-8,8,2,-3,-3,11,3
697 NFkB inh,15,-10,14,14,2,32,-135,-120
UBC13 polyUb,1,-4,-62,-3,-4,1,-6,12
SENP8 block,11,-3,5,-2,-1,3,-11,2
Gli-Sufu block,-10,-2,25,nt,1,3,-14,20

(33) COc1cc(NC(=S)N2CCN(C(=O)c3ccco3)CC2)c(OC)cc1Cl
(34) COc1ccc2[nH]c3nc(SC(C)C)nnc3c2c1
(35) O=C(CCCCCN1C(=O)C2C3C=CC(C3)C2C1=O)Nc1nccs1 (configuration not stated)
(36) Cc1ccc(Sc2ncccc2C(=O)O)cc1C
(37) COCCn1c(SCC(=O)Nc2cccc(C)n2)nnc1-c1ccco1
(38) Cc1cccc(C(=O)N/N=C/c2ccc(OC3CSC3)cc2)c1
(39) CNC(=O)/C(=C\c1ccco1)NC(=O)c1ccco1
(40) Cc1ccc(C(=O)OC2CCN(c3ccc([N+](=O)[O-])cc3)CC2)cc1
assay / entry,33,34,35,36,37,38,39,40
HKDC1 inh,4,-2,1,-1,-3,-9,-6,-8
Apaf1 inhib,-2,-1,-1,3,-3,4,-13,-5
Jurkat NFkB inh,7,-130,0,11,8,7,-3,14
SENP7 inh,2,24,4,0,-2,0,4,-6
697 NFkB inh,8,-328,-13,-8,22,14,-16,5
UBC13 polyUb,5,-18,0,1,0,-2,-1,-4
SENP8 block,5,-10,2,-2,-4,-9,1,-6
Gli-Sufu block,-3,-130,-26,-22,-13,8,-3,1

6 compounds from above, sorted by length of the SMILES, lowest first.
(36) Cc1ccc(Sc2ncccc2C(=O)O)cc1C
(34) COc1ccc2[nH]c3nc(SC(C)C)nnc3c2c1
(39) CNC(=O)/C(=C\c1ccco1)NC(=O)c1ccco1
(35) O=C(CCCCCN1C(=O)C2C3C=CC(C3)C2C1=O)Nc1nccs1 (configuration not stated)
(33) COc1cc(NC(=S)N2CCN(C(=O)c3ccco3)CC2)c(OC)cc1Cl
(40) Cc1ccc(C(=O)OC2CCN(c3ccc([N+](=O)[O-])cc3)CC2)cc1
assay / entry,36,34,39,35,33,40
HKDC1 inh,-1,-2,-6,1,4,-8
Apaf1 inhib,3,-1,-13,-1,-2,-5
Jurkat NFkB inh,11,-130,-3,0,7,14
SENP7 inh,0,24,4,4,2,-6
697 NFkB inh,-8,-328,-16,-13,8,5
UBC13 polyUb,1,-18,-1,0,5,-4
SENP8 block,-2,-10,1,2,5,-6
Gli-Sufu block,-22,-130,-3,-26,-3,1

Remaining list, next part
(41) COc1ccc(-c2nc(NC(=O)Cn3ccc(C(F)(F)F)n3)sc2C)cc1
(42) Cc1sc(N)nc1-c1cccs1
(43) O=C(Nc1sc2c(c1C(=O)O)CCCCC2)c1ccccc1
(44) CC(=O)N1N=C(c2cccc(Cl)c2)OC1c1cccc([N+](=O)[O-])c1 (configuration not stated)
(45) CCS(=O)(=O)Nc1cc(-c2nc3cccnc3s2)ccc1C
(46) O=C(O)c1cc(Cl)c(Cl)cc1C(=O)Nc1cccnc1
(47) CC1=C(C(=O)Nc2ccccc2C)C(c2ccc(C)o2)n2c(s/c(=C/c3ccccc3)c2=O)=N1 (configuration not stated)
(48) Nc1nonc1-n1nnc(C(=O)N/N=C/c2cc(Br)ccc2O)c1CNc1ccccc1
assay / entry,41,42,43,44,45,46,47,48
HKDC1 inh,0,-4,16,-8,1,nt,6,-19
Apaf1 inhib,11,7,10,20,3,0,29,18
Jurkat NFkB inh,0,-34,-79,-17,-105,-2,-11,5
SENP7 inh,0,-6,83*,-10,0,7,-4,-3
697 NFkB inh,-7,-42,-137,-40,-116,7,-21,-26
UBC13 polyUb,-5,-74,-12,-7,4,2,-25,-33
SENP8 block,-15,-10,95*,-5,13,-3,-9,-11
Gli-Sufu block,12,10,-52,2,-113,nt,9,17

(49) Cc1cc(C(C)(C)C)cc(C)c1COC(=O)CN1C(=O)NC2(CCCC2)C1=O
(50) COc1ccccc1NC(=O)C1=C(C)NC(SCC(=O)Nc2ccc(C(=O)O)cc2)=C(C#N)C1c1cccs1 (configuration not stated)
(51) Cc1cc(S(=O)(=O)c2cc3ccc(O)c(C)c3oc2=O)ccc1F
(52) CCOc1ccc(NC(=O)N(C2CCCCC2)C(C)c2ccncc2)cc1 (configuration not stated)
(53) S=c1[nH]nc(NCCCN2CCOCC2)s1
(54) O=C(Nc1cccc(Oc2c(F)c(F)c(F)c(F)c2F)c1)N1C[C@@H]2C[C@@H](C1)c1cccc(=O)n1C2
(55) CC(C)n1ncc2c(C(=O)N3CCN(Cc4ccc(Br)s4)CC3)cc(C3CC3)nc21
(56) S=C(NN=C(C1CC1)C1CC1)Nc1ccccc1
assay / entry,49,50,51,52,53,54,55,56
HKDC1 inh,-2,-1,1,3,-2,-6,3,-3
Apaf1 inhib,7,-3,5,-8,-16,13,23,-10
Jurkat NFkB inh,13,-3,14,3,6,8,13,-4
SENP7 inh,-2,-3,6,4,2,-3,10,1
697 NFkB inh,-1,10,2,16,9,11,11,-11
UBC13 polyUb,6,15,10,0,11,-11,14,5
SENP8 block,-6,3,7,1,4,-5,-1,-8
Gli-Sufu block,11,1,33,-10,1,-4,nt,-15

(57) OCC[C@@H]1C[C@@H](O)[C@H](O)[C@@]2(CCc3ccccc3CO2)O1
(58) COc1ccc(N2C(=O)CC(N3CCN(c4ccc(S(C)(=O)=O)cc4)CC3)C2=O)cc1 (configuration not stated)
(59) Cc1cc(NC(=O)COc2ccc(C)c(C)c2)no1
(60) CC(OC(=O)C1=Cc2ccccc2OC1)C(=O)NC(C)(C)C (configuration not stated)
(61) COC(=O)c1cc(-c2ccc(OC)c(OC)c2)n[nH]1
(62) Cc1nn(CC(=O)N2c3ccccc3NC(=O)C2(C)C)c(C)c1[N+](=O)[O-]
(63) O=C(Nc1nc(-c2ccccc2)cs1)C1CCCCN1S(=O)(=O)c1ccccc1 (configuration not stated)
(64) N#Cc1c(Cl)cccc1N1CCC(C(N)=O)CC1
(65) O=C(c1ccc2nc[nH]c2c1)N1CCN(c2cccc(Cl)c2)CC1
assay / entry,57,58,59,60,61,62,63,64,65
HKDC1 inh,-3,-5,-3,-10,-2,5,-2,-2,2
Apaf1 inhib,-4,-16,-6,0,-3,11,-7,-7,4
Jurkat NFkB inh,1,6,-21,7,-11,8,-12,8,1
SENP7 inh,-4,1,6,-5,9,-11,-3,4,4
697 NFkB inh,15,7,7,-7,-54,4,-64,3,-10
UBC13 polyUb,4,1,3,6,4,-4,-8,15,-7
SENP8 block,3,2,-2,-3,3,-12,-4,4,-1
Gli-Sufu block,-2,2,13,1,0,-28,16,5,6

Compounds as they come; overall some 3.6% were active at least once.
